# From PubChem
# NOD1 inhibition = NOD1 signaling inhibitors, primary screen, cell-based, luminescence, uHTS (AID 1578). NOD1-driven NF-kB luciferase reporter cells, luminescence; higher % means a stronger effect. 290,000 tested, 1% active. inhibition, % at 4 µM; hits with a dose series show EC50 in µM; in the data active = inhibition mostly above about 36%, no sharp cut-off; inactive = mostly below about 34%;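 also: HEK-293T reporter cells stimulated with the NOD1 agonist gamma-tri-DAP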
# Insulin prom up = insulin promoter activators in MIN6 cells, imaging, high-content screening, mouse beta cells | z-score at 5 µM | MIN6 insulin promoter-GFP reporter; active compounds read high | 190,000 tested, 0.3% active;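 active = z-score above 3 at 5 µM with at least 500 cells counted in the well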
# MT stabilize HCS = microtubule stabilizers in HeLa cells, primary screen, imaging, high-content imaging; % tubulin-high responders, % at 10 µM; HeLa tubulin immunostaining HCS, 24 h; share of cells brighter than vehicle mean+2SD; 200,000 tested, 0.83% active;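 active = plate Z-score above 3 for both tubulin-high and condensed-nucleus cell shares, with cell loss under 80%, at 10 µM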;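 also: anti alpha tubulin signal scored within the nucleus-defined area of each cell; some results filed as inactive read as strong as hits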
# Autophagy mod = autophagy modulators in MEF cells, primary screen, imaging, high-content, MEF GFP-LC3. calls only at 10 µM (by protocol). MEF GFP-LC3 puncta imaging; test concentration mostly 10 µM. 190,000 tested, 0.98% active;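 active = percentage of spot-positive cells more than 3 SD above its plate mean, without a fluorescence outlier flag or 80% toxicity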;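 also: spot-positive cell cutoff set from DMSO-treated cells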
# M17LAP inhibition = P. falciparum M17LAP inhibitors, primary screen, biochemical, fluorogenic H-Leu-NHMec substrate, 1536-well (AID 1619); Leucine aminopeptidase (Plasmodium falciparum (isolate 3D7)); recombinant M17LAP, H-Leu-NHMec fluorogenic kinetic assay; higher % means a stronger effect; one-dose inhibition, % at 30 µM; IC50 in µM for titrated hits; 220,000 tested, 0.38% active;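 active = compound inhibiting the enzyme by more than half at any dose during confirmatory dose-response retesting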;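 also: plate controls were full reaction with DMSO carrier for no effect and no enzyme background for full effect; strong numbers were not always called active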
# bCat nuc transl = modulators of beta-catenin nuclear translocation, primary screen, imaging, HeLa cells, immunofluorescence, high-content | nuclear translocation activity, % at 5 µM | 190,000 tested, 0.3% active;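 active = nuclear translocation activity above 50% at 5 µM, with a well cell count of 50 or more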;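 also: per-cell ratio of nuclear to cytoplasmic median beta-catenin stain intensity; plate controls were DMSO negative control for no effect and GSK-3 inhibitor IX positive control for full effect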
#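 Test system: human HeLa cells, native beta-catenin. Compound dosing: 5 µM primary single dose, 0.1% DMSO, 0.02–20 µM confirmation series. Incubation: compound exposure 24 h at 37°C. Detection: beta-catenin immunostaining with DAPI counterstain, 20x imaging, 6 fields/well. Read-out basis: Nuclear/cytoplasmic beta-catenin signal ratio, % activation.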
# Dynein cargo inh = inhibitors of GR-EGFP nuclear translocation, primary screen, dynein cargo transport inhibitor project, imaging, high-content, 3617.4 mouse cells; test concentration mostly 20 µM; stimulated with dexamethasone, 1 µM; active compounds read low; z-score, hits read low; 220,000 tested, 0.47% active; AID 1381, 2008;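 active = plate z-score of nuclear minus cytoplasmic receptor signal below a set negative limit, without overly bright fluorescence or cell loss, cut at about -3.5 in these data, passing the limit was not always enough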;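 also: z-score of nuclear minus cytoplasmic ring GR-EGFP intensity difference per well; some compounds called inactive have numbers as strong as hits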
#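 Buffer or medium: tet-free, stripped-serum medium; reagent: dexamethasone at 1.0 µM final, 30 min; incubation: 48 h induction, 1 h compound, 30 min dex at 37 °C; measured by: formaldehyde fixation, Hoechst nuclear stain, 10x automated fluorescence imaging; read-out: nuclear-to-cytoplasmic GR-EGFP distribution per well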
# NOD2 inhibition = NOD2 signaling inhibitors, cell-based, luminescence, uHTS, HEK293 (AID 1566); inhibition, % at 4 µM; hits with a dose series show EC50 in µM; HEK293 NOD2/NF-kB luciferase reporter, luminescence; higher % means a stronger effect; 290,000 tested, 0.63% active; in the data active = inhibition above about 50%; also: many of its hits are not listed in these tables
# Yfh1-off respiration = enhancers of respiration in Yfh1-depleted yeast, dose response, Friedreich's ataxia, plus single-dose screen (AID 1465) | fold induction at 50 µM; hits with a dose series show EC50 in µM | 220,000 tested, 0.074% active | S. cerevisiae Yfh1-off respiration, WST-1 reduction, 72 h; higher fold induction means a stronger effect;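 active = fold induction of absorbance versus untreated yeast above a set limit, then at least 30% activation at any dose in follow-up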;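 also: activators that raise dye reduction in frataxin-depleted yeast; strong numbers were not always called active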
# Dynein cargo inh cytoplasmic EGFP = recorded beside Dynein cargo inh, whose call it bears; z-score; measured here: cytoplasmic GR-EGFP intensity; active compounds read high
# Dynein cargo inh nuclear GR-EGFP = also measured in Dynein cargo inh; calls as there; z-score; measured here: nuclear GR-EGFP intensity;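 lower value marks the stronger effect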
# Dynein cargo inh cell count = also measured in Dynein cargo inh; calls as there; z-score; measured here: cell count per field
# Insulin prom up cell count = also measured in Insulin prom up; calls as there; cell count; measured here: cytotoxicity, nuclei count;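 total cells summed across four imaged fields per well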
# bCat nuc transl cell count 5 µM = second read-out of bCat nuc transl, no call of its own (marks repeat the call); cell count; measured here: cell count, cytotoxicity flag
# MT stabilize HCS Hoechst-high % = recorded beside MT stabilize HCS, whose call it bears; % Hoechst-high responders; measured here: nuclear condensation Hoechst responders;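 share of cells brighter than vehicle mean plus two SD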
# MT stabilize HCS cytotoxicity % = also measured in MT stabilize HCS; calls as there; toxicity, %; measured here: cytotoxicity by cell density;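 0% = mean cell density of plate MIN control wells and 100% = no cells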
# Autophagy mod cell loss 18 h = further read-out of Autophagy mod, marked with its call; toxicity, %; measured here: cell loss, nuclei count;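 cell loss after 18 h compound exposure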
# Active calls of the source: *; i = inactive; / = not tested or not shown. A portion of the library; count on the stated rates, not on these rows.
SMILES,NOD1 inhibition,Insulin prom up,Insulin prom up cell count,MT stabilize HCS,MT stabilize HCS Hoechst-high %,MT stabilize HCS cytotoxicity %,Autophagy mod,Autophagy mod cell loss 18 h,M17LAP inhibition,bCat nuc transl,bCat nuc transl cell count 5 µM,Dynein cargo inh,Dynein cargo inh cytoplasmic EGFP,Dynein cargo inh nuclear GR-EGFP,Dynein cargo inh cell count,NOD2 inhibition,Yfh1-off respiration
O=C(COC(=O)/C=C/C(=O)OCC(=O)NC12CC3CC(CC(C3)C1)C2)NC12CC3CC(CC(C3)C1)C2,61%,1.3,1224,2.1,1.3,5.7,i,5,5%,-0.5,1060,-1.3,0.32,-0.88,-0.91,-2%,i
CCn1c(=O)cc(SCC(=O)Nc2ccc3c(c2)OCCO3)c2ccccc21,-35%,0.34,1225,4.0,3.2,8.6,i,-10,0%,-1.1,740,-0.64,-0.23,0.026,0.43,17%,i
CCCn1c(N)c(N2CCCCC2)c(=O)n(CC(=O)Nc2ccccc2C)c1=O,7%,0.71,674,1.2,1.5,16,i,5,11%,/,/,0.078,-0.14,0.11,-0.091,-20%,i
CCCN(Cc1ccccc1)C(=S)Nc1ccc(OCC)cc1,-38%,-0.16,1337,2.0,2.9,9.4,i,-3,20%,-0.8,1036,0.15,-0.17,-0.034,-0.55,-30%,i
O=C(COc1ccccc1Cl)NCCC1=CCCCC1,-24%,-0.28,1423,4.0,2.8,12,i,-5,8%,-1.7,1145,-0.21,-0.28,-0.2,0.6,4%,i
O=C(N/N=C/c1cc2cc3c(cc2nc1Cl)OCCO3)c1ccccc1O,-11%,-0.14,1325,2.1,2.7,12,i,-2,12%,0.7,951,-0.43,-0.23,-0.3,0.39,-3%,i
COc1ccc(S(=O)(=O)NCCN2CCNC2=O)cc1OC,-5%,-0.14,1477,/,/,/,/,/,3%,-1.1,1138,-1.2,0.029,-0.56,0.73,-9%,i
CS(=O)(=O)N(CC(=O)NCCSCc1cccc(Cl)c1)c1ccc2c(c1)OCO2,-19%,-0.03,1273,3.3,1.9,5.7,i,3,16%,/,/,-0.59,-0.2,-0.67,-0.19,-13%,i
CCC(=O)Nc1ccc(Br)cn1,-30%,-0.11,1380,3.3,2.3,0.3,i,11,-14%,-1.3,1003,-0.43,-0.35,-0.0014,0.49,8%,i
CC(=O)OC(Cn1nc(C)cc1C)c1ccccc1 (stereo not given),-10%,-0.08,1120,0.8,1.9,11,/,/,1%,-2.0,1141,-1.1,-0.19,-0.26,1.1,-5%,i
O=C1Nc2ccc(Br)cc2/C1=N/N=C/C1=C(N2CCOCC2)C(=C\c2ccccc2)/CC1,7%,-1.7,917,1.4,1.2,5.1,i,24,11%,1.6,1151,-0.84,0.28,-0.2,-0.3,9%,i
Cc1cc(C)c2oc(C(=O)Nc3ccc(S(=O)(=O)N4CCC(C)CC4)cc3)cc(=O)c2c1,-37%,-0.22,1445,1.8,2.9,1.7,i,17,4%,-0.5,1003,0.83,-0.25,0.94,-0.6,5%,i
CCC(=O)N1C(C(=O)O)CSC1c1ccc(OC)cc1 (stereo not given),-2%,0.34,860,7.1,1.2,5.7,/,/,-6%,/,/,-0.27,-0.26,-0.13,0.17,4%,i
CCOC(=O)c1nnn(-c2nonc2N)c1-c1cccs1,-14%,0.58,1449,4.3,3.8,6.2,i,7,4%,-1.0,976,0.26,-0.3,0.48,-0.6,4%,i
Cc1nn(Cc2ccccc2)c(C)c1/C=N/NC(=O)c1ccccc1O,-2%,-0.24,928,/,/,/,/,/,4%,0.0,1325,3.5,-0.16,1.7,-2.2,-4%,i
CC(C)OC(=O)CSc1nc2cccnc2n1C1CCCCC1,6%,0.56,1166,4.0,1.4,8.6,i,3,-9%,/,/,0.95,-0.097,-0.22,0.12,-16%,i
COc1ccc(C2/C=C\CN(S(=O)(=O)c3cccs3)CC(=O)N2Cc2ccc(F)cc2)cc1 (stereo not given),-4%,/,/,/,/,/,/,/,-2%,2.4,1025,1.1,-0.82,0.47,-0.51,-24%,i
O=C(NCCc1ccncc1)Nc1ccccc1,-35%,0.79,1205,1.6,0.1,45,i,0,12%,-2.7,1222,-0.97,-0.31,-0.3,0.53,-5%,i
FC(F)(F)c1nc(-c2ccccc2)ncc1-c1nnnn1-c1ccccc1,0%,0.69,1046,/,/,/,/,/,17%,0.2,1336,0.36,-0.26,0.66,-0.31,-7%,i
COc1ccc(OC)c(NC(=O)N2CCCC(C)C2)c1 (stereo not given),2%,0.18,1064,/,/,/,/,/,-6%,-1.7,1326,-0.12,0.28,0.57,-0.033,12%,i
CC(O)(C#CCN1CCCCCC1)c1ccccc1 (stereo not given),-21%,-0.65,1502,2.7,1.6,10.0,i,6,-4%,-0.5,1018,-0.92,-0.35,-0.32,1.3,12%,i
N/N=C(/Cc1nc2ccccc2[nH]1)c1ccc([N+](=O)[O-])cc1,-42%,-0.53,1345,4.5,2.4,23,i,-10,3%,-0.3,1110,-0.028,-0.24,0.29,-0.47,-14%,i
Cc1ccn(-c2ccc([N+](=O)[O-])cc2)n1,-28%,0.33,1727,2.8,2.8,4.1,i,-19,-3%,-0.6,1017,-0.6,-0.21,-0.43,-0.16,7%,i
CCOC(=O)Cc1nnc(NC(=O)CSc2nnc3c(n2)[nH]c2ccccc23)s1,19%,-1.1,1292,2.4,2.8,3.1,i,4,20%,-0.1,1110,-0.4,-0.38,-0.089,0.79,22%,i
COc1ccc(CCNCC2C(Oc3ccc(Cl)cc3)C(=O)N2c2ccccc2C)cc1OC (stereo not given),4%,/,/,4.7,1.9,9.2,i,-12,2%,-0.5,1034,-0.44,-0.29,-0.13,0.077,10%,i

# Part of the list above in order of length of the SMILES, low to high.
SMILES,NOD1 inhibition,Insulin prom up,Insulin prom up cell count,MT stabilize HCS,MT stabilize HCS Hoechst-high %,MT stabilize HCS cytotoxicity %,Autophagy mod,Autophagy mod cell loss 18 h,M17LAP inhibition,bCat nuc transl,bCat nuc transl cell count 5 µM,Dynein cargo inh,Dynein cargo inh cytoplasmic EGFP,Dynein cargo inh nuclear GR-EGFP,Dynein cargo inh cell count,NOD2 inhibition,Yfh1-off respiration
CC(=O)OC(Cn1nc(C)cc1C)c1ccccc1 (stereo not given),-10%,-0.08,1120,0.8,1.9,11,/,/,1%,-2.0,1141,-1.1,-0.19,-0.26,1.1,-5%,i
CCC(=O)N1C(C(=O)O)CSC1c1ccc(OC)cc1 (stereo not given),-2%,0.34,860,7.1,1.2,5.7,/,/,-6%,/,/,-0.27,-0.26,-0.13,0.17,4%,i
Cc1nn(Cc2ccccc2)c(C)c1/C=N/NC(=O)c1ccccc1O,-2%,-0.24,928,/,/,/,/,/,4%,0.0,1325,3.5,-0.16,1.7,-2.2,-4%,i
CCn1c(=O)cc(SCC(=O)Nc2ccc3c(c2)OCCO3)c2ccccc21,-35%,0.34,1225,4.0,3.2,8.6,i,-10,0%,-1.1,740,-0.64,-0.23,0.026,0.43,17%,i
O=C(COC(=O)/C=C/C(=O)OCC(=O)NC12CC3CC(CC(C3)C1)C2)NC12CC3CC(CC(C3)C1)C2,61%,1.3,1224,2.1,1.3,5.7,i,5,5%,-0.5,1060,-1.3,0.32,-0.88,-0.91,-2%,i

# (continued)
SMILES,NOD1 inhibition,Insulin prom up,Insulin prom up cell count,MT stabilize HCS,MT stabilize HCS Hoechst-high %,MT stabilize HCS cytotoxicity %,Autophagy mod,Autophagy mod cell loss 18 h,M17LAP inhibition,bCat nuc transl,bCat nuc transl cell count 5 µM,Dynein cargo inh,Dynein cargo inh cytoplasmic EGFP,Dynein cargo inh nuclear GR-EGFP,Dynein cargo inh cell count,NOD2 inhibition,Yfh1-off respiration
Cc1ccc(C(=O)NC(=S)N2CCN(c3ccc([N+](=O)[O-])cc3)CC2)cc1,-16%,/,/,1.5,3.2,5.9,i,2,12%,1.0,936,-0.68,-0.33,-0.62,0.91,-9%,i
CCN(CCNC(=O)CN1CCN(Cc2ccc(Cl)cc2)C1=O)c1ccccc1,-2%,1.2,891,2.1,2.1,6.5,i,-3,8%,-1.7,1068,-0.92,-0.24,-0.17,0.22,-18%,i
COc1ccc(CCNC2=C(Cl)C(=O)N(CCc3ccccc3)C2=O)cc1OC,10%,-1,819,1.9,1.3,13,i,6,3%,-1.9,1087,-0.47,0.048,0.077,0.5,11%,i
O=[N+]([O-])c1ccccc1/C=N/n1c(C2CCCCC2)n[nH]c1=S,33%,0.35,1564,4.9,1.9,4.1,i,42,3%,1.1,1049,0.46,-0.2,0.13,-0.22,-12%,i
O=C1CSC(c2ccccn2)N1c1ccccc1F (stereo not given),-21%,0.03,1305,1.3,1.5,2.1,i,19,0%,0.2,1074,-1.2,-0.24,-0.5,1.1,2%,i
CNC(=S)N1CCN(c2ccc(Cl)c(Cl)c2)CC1,11%,-0.99,1315,2.1,2.0,5.6,i,16,1%,1.1,1506,-0.17,-0.28,0.099,0.73,12%,i
CCOC(=O)c1c(C2COc3ccccc3O2)csc1NC(=O)c1ccccc1 (stereo not given),12%,/,/,0.9,1.1,4.9,i,1,7%,-1.7,1070,0.11,-0.11,-0.051,-0.099,13%,i
Cc1ccc(C(=O)N/C(=C/c2ccc(-c3cccc([N+](=O)[O-])c3)o2)C(=O)NCCCN(C)C)cc1,-18%,-0.32,1338,1.5,1.0,1.1,i,-22,90%,2.0,1387,5.2,1.3,4.1,-2.9,9%,i
